# PKA-R1A activ = PKA-R1A complex activation; AID 504707; P00514+P68181; 0.083% of 340,000 active; activation, % at 11.4 µM; PKA-R1A dissociation, Cy5-IP20 fluorescence polarization; scaled: DMSO 0%, 113 µM cGMP 100%;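 active = percent activation above the mean of all tested compounds plus 3 SD, cut at about 19% in these data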;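 note: higher means more PKAc released from R1A so a rise in polarization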
# SUMO Mot1 rescue = SUMOylation pathway inhibition by Mot1-301 growth rescue; growth rescue, % at 18.8 µM; AID 2716; 1% of 320,000 active; S. cerevisiae Mot1-301 growth rescue, ATP luminescence, 38.5C; percent above DMSO median, 100 means doubled;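 active = every valid replicate shows activation above 250% relative to neutral control wells; inactive = the rest, any valid replicate at or below 250%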;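 note: OY570 slx delta 5 strain wells were the positive control but not used for scaling; some compounds called inactive have numbers as strong as hits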
# Ecoli viability = bacterial growth inhibition, counter-screen for AddAB inhibitors; E. coli V3065 growth, OD600 absorbance, 18 h; inhibition, % at 11.9 µM; 0.27% of 330,000 active;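 active = inhibition above the campaign's mean inhibition across all tested compounds plus 3 SD, cut at about 9.9% in these data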;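 note: uninfected addAB+ strain grown without phage in ampicillin broth; 0% = DMSO wells and 100% = ciprofloxacin 0.95 µg/ml wells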
# AddAB inh = less growth of phage-infected E. coli with AddAB; 0.29% of 330,000 active; AID 435030; inhibition, % at 11.9 µM; E. coli expressing H. pylori AddAB, absorbance growth; in the data active = inhibition above about 12%;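 note: 0% = vehicle wells of infected cells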
# Tat transport = blocks Tat-dependent protein export in E. coli. inhibition, % at 10 µM. 0.036% of 340,000 active. AID 488895. E. coli MC4100 TorA-mCherry Tat export, fluorescence;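 active = mean replicate inhibition at least 50% and at least half of replicates individually reaching 50%; inconclusive = only one of the two criteria met; inactive = neither criterion met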;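 note: exported cargo escapes ClpAP degradation while cytoplasmic cargo is degraded and loses fluorescence; 0% = median of neutral control wells and 100% = median of NaSCN control wells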
# Arrestin-AP2 inh = human beta-arrestin and AP2 interaction inhibition. inhibition, % at 10 µM. AID 504490. FITC-arrestin peptide / GST-AP2 beads, flow cytometry; AP2 beta2 appendage carries R879A mutation. 0.31% of 340,000 active;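 active = inhibition above a set limit, near 3 SD of compounds lacking own fluorescence, cut at about 54% in these data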;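 note: plate controls were DMSO wells for no effect and 5 µM unlabelled arrestin peptide for full effect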
#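 System: GST-AP2 R879A bound to glutathione beads, E. coli-expressed. Also added: 50 nM FITC-arrestin peptide. Schedule: compound with beads 12 min RT, then probe 1 h RT. Signal: bead flow cytometry, FITC channel. Read-out basis: percent response.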
# OPRM1-OPRD1 ag = agonists of human mu-delta opioid receptor heterodimerization; cells, OPRM1-OPRD1 heterodimerization, luminescence; activation, % at 9.3 µM; 0.3% of 340,000 active; AID 504326; P35372+P41143; in the data active = activation above about 18%;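 note: 0% = vehicle-treated cells and 100% = reference agonist; values of inactives mirror those of a sister screen read the other way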
# Target sequence (P35372 whole entry, looked up): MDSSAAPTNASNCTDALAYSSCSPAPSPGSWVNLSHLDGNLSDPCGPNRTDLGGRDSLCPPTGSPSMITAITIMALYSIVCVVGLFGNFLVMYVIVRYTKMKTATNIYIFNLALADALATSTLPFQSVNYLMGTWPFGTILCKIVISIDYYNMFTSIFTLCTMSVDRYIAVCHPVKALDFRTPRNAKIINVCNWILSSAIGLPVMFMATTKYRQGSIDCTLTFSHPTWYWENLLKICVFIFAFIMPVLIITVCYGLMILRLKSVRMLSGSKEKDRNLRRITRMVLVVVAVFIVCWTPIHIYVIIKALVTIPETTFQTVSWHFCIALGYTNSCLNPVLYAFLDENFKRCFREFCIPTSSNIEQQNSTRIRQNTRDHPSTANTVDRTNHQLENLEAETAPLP
# Target sequence (P41143 whole entry, looked up): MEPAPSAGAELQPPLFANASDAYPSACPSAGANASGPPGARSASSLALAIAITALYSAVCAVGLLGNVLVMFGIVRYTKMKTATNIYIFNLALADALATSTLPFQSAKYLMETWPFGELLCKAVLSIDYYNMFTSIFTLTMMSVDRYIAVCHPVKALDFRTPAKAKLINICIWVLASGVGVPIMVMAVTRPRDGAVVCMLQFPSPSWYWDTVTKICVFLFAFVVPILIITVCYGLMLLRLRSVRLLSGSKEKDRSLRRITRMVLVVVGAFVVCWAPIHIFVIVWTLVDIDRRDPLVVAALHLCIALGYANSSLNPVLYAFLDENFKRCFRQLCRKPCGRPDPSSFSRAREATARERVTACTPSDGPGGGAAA
# PfHsp90 yeast 2 = growth inhibition of yeast expressing Plasmodium Hsp90 | S. cerevisiae expressing PfHsp90, BacTiter-Glo ATP, 48 h; yeast lacking PDR1 and PDR3 efflux regulators | inhibition, % at 9.4 µM | AID 504621 | 0.32% of 310,000 active;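 active = every replicate shows inhibition above about 80%, whatever the replicate mean, limit read from the data; inconclusive = mean inhibition reaches the set limit but some replicate falls short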;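 note: 0% = DMSO neutral controls and 100% = 20 µM radicicol positive controls; yeast relying on Plasmodium falciparum Hsp90 in place of its own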
# phage Ecoli inh = E. coli growth loss with phage present; growth absorbance; inhibition, % at 11.9 µM; 0.26% of 360,000 active; AID 651602; in the data active = inhibition above about 11%
# Pemphigus Ab inh = inhibitors of pemphigus antibody binding to human desmoglein-3 | binding (percent of control), % at 10 µM | AID 588358 | P32926 | 0.48% of 310,000 active | DSG3-coupled beads, scFv-anti-DSG3-GFP binding, flow cytometry; stronger effect = lower value;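 active = binding more than 3 SD below its plate's average and above zero; inconclusive = below that plate limit but binding exactly zero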;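 note: hits lower antibody fragment binding to DSG3; some compounds called inactive have numbers as strong as hits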
# MOR-DOR inv ag = inverse agonists of human mu-delta opioid receptor heterodimerization; P35372+P41143; cell-based MOR-DOR heterodimer luminescence, inverse agonism; inhibition, % at 9.3 µM; 0.21% of 340,000 active; in the data active = inhibition above about 22%, passing the limit was not always enough;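 note: 0% = cells with DMSO and 100% = wells without cells with DMSO; values of inactives mirror those of a sister screen read the other way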
# * hit, by the source's call; i = inactive; ? = inconclusive; · = not tested or not shown.
SMILES,PKA-R1A activ,SUMO Mot1 rescue,Ecoli viability,AddAB inh,Tat transport,Arrestin-AP2 inh,OPRM1-OPRD1 ag,PfHsp90 yeast 2,phage Ecoli inh,Pemphigus Ab inh,MOR-DOR inv ag
CC(C)Oc1ccc(C2CC(=O)N(C)C2=O)cc1 (stereo unspecified),7,7,3.7,3.8,-4,-5,-0.6,8,0.9,105,3
COc1ccc(NC(=O)CNc2cc(S(=O)(=O)N3CCOCC3)ccc2N2CCOCC2)c(OC)c1,0,5,-1.7,-0.2,-17,-11,-3.2,5,0.8,·,13
COC(=O)c1ccc(CNC(=O)COC(=O)C2CC3C=CC2C3)cc1 (stereo unspecified),6,1,0.3,1.4,4,-6,-2.0,14,2.3,97,11
CNc1ccccc1C(=O)OCC(=O)c1ccc(F)cc1,-11,·,2.8,1.2,6,-4,-4.2,-20,3.9,102,19
COc1ccc(-c2csc(N=C(N)N)n2)cc1,0,17,1.6,7.4,12,28,-1.5,-17,0.8,103,7
Cc1ccc(Cl)cc1NC(=O)NCCN1CCCCC1,-7,-12,0.5,4.2,-6,-3,-1.9,6,0.2,130,9
COc1cc(OC)cc(C(=O)NNS(=O)(=O)c2ccc(F)cc2)c1,3,-20,1.6,2.3,-6,28,0.0,-2,0.7,109,0
COc1cc(OC)cc(C(=O)OCC(=O)NC2CCCCCC2)c1,-4,2,-3.5,-0.1,-1,12,1.7,-7,-1.1,85,-7
Cc1ccc(S(=O)(=O)c2nc(S(C)(=O)=O)sc2N2CCC(C(N)=O)CC2)cc1,1,6,-3.1,1.8,-6,-6,-2.9,4,0.3,106,15
COc1cc(/C=N/NC(=O)c2ccccc2NS(=O)(=O)c2cccs2)ccc1O,-8,·,·,·,7,-4,0.6,-5,4.1,101,-4
CC(C)c1ccc(/C=C/C(=O)NNC(=O)c2cccnc2)cc1,-6,5,-1.0,1.5,4,-2,-0.8,6,1.0,95,5
COc1ccccc1CCNC(=O)CCn1c(=O)oc2ccccc21,1,-8,1.6,1.4,5,0,-1.1,-24,1.1,101,7
Cc1ccc(N2CN=c3s/c(=C\c4ccccn4)c(=O)n3C2)cc1,-2,-7,2.3,6.2,-4,12,-2.8,-3,3.8,100,14
Cc1ccc(-c2ccnc3nc(-n4cccc4)nn23)o1,-4,18,-0.3,1.5,0,12,-1.9,5,4.6,104,9
COc1ccc(NC(=O)CSc2ccc(NC(C)=O)cc2)cc1S(=O)(=O)N1CCCCC1,-4,5,3.3,-0.7,2,1,-0.5,18,-0.1,91,3
Cc1ccc(/C=C/C(=O)c2ccccc(=O)c2O)c(C)c1,-4,-28,2.4,7.1,1,17,3.5,106*,13*,116,-19
Cc1ccc(S(=O)(=O)CCC(=O)N2CCc3ccccc32)cc1,13,3,1.5,1.4,2,18,-1.3,8,1.8,109,8
CC1(C)C2CCC1(CS(=O)(=O)N1CCN(c3ccccc3F)CC1)C(=O)C2 (stereo unspecified),-3,-1,1.5,0.6,-7,-2,-1.4,4,1.9,100,7
CC(C)n1ncc2c(C(=O)Nc3cccc(C#N)c3)cc(C3CC3)nc21,-10,27,-2.6,0.3,7,-1,184*,-14,1.5,·,i
COc1ccc(Br)cc1CN1CCC(N2CCCC2)CC1,-2,22,-0.8,-2.4,4,6,-0.1,14,-1.3,103,1
O=S(=O)(c1ccccc1)[C@@]1(c2ccc(Br)cc2)C[C@@H]2ON=C(c3cccc(Br)c3)[C@@H]2C1,11,-3,-2.6,0.9,1,-2,0.5,-15,5.1,104,-3
CC(=O)Nc1ccc2nc(SCC(=O)O)sc2c1,9,-16,-0.7,-0.9,-5,4,-0.9,-6,1.8,114,5
COc1ccc(Nc2nc(-c3ccc4c(c3)NC(=O)CO4)cs2)cc1,4,17,0.4,3.0,-9,17,4.8,-20,5.4,87,-31
C/C(=N\NC(N)=S)c1cc(-c2ccccc2)c(-c2ccccc2)s1,0,14,6.2,-0.5,-3,-8,-1.0,-42,-0.6,95,5
Cc1ccc(/C=N/NC(=S)N2CCOCC2)cc1,0,-2,0.0,2.8,-3,-1,1.9,0,1.7,100,-9
# The results go on:
SMILES,PKA-R1A activ,SUMO Mot1 rescue,Ecoli viability,AddAB inh,Tat transport,Arrestin-AP2 inh,OPRM1-OPRD1 ag,PfHsp90 yeast 2,phage Ecoli inh,Pemphigus Ab inh,MOR-DOR inv ag
CCOC(=O)c1ccccc1NC(=S)N1CC(C)CC(C)C1 (stereo unspecified),-17,·,1.2,2.0,?,13,4.7,11,2.4,101,-24
Cc1cc(NCCCn2ccnc2)n2nc(C)c(-c3ccc(Cl)cc3)c2n1,-11,-1,1.1,1.6,3,-6,-1.5,9,5.4,99,8
Oc1ccc(C[C@H]2CNCCN2CCc2cccc(F)c2)cc1,1,1,-1.9,-1.4,5,-1,-1.4,-5,2.5,94,8
Cc1ccc(CN2C(=O)C3CCCN3c3ncccc32)cc1 (stereo unspecified),-1,-8,-2.5,-3.1,-3,8,4.6,6,-0.9,100,-21
Cc1cc(C)cc(NC(=O)C2CCN(c3nc(C)cc(C)n3)CC2)c1,11,-23,-2.6,-1.2,3,23,-1.6,5,3.1,96,9
CCCS(=O)(=O)N1CCN(C2CCC(C)CC2)CC1 (stereo unspecified),-12,12,-1.7,0.1,-1,40,0.6,12,1.7,103,-3
COC(=O)c1c(NC(=O)CCCC(=O)O)sc(C)c1C,3,65,0.4,1.6,-2,-3,-2.1,3,2.4,112,12
O=C(O)CC1C(=O)NCCN1C/C=C/c1ccccc1 (stereo unspecified),-6,15,-0.9,2.4,6,22,-0.8,-13,1.9,102,5
COc1ccc(S(=O)(=O)N2CCN(C(=O)c3ccc4ccccc4n3)CC2)cc1,0,-14,0.2,2.4,-1,-8,-4.0,-3,3.7,100,16
Cc1ccc(C2NC(=O)NC(O)(C(F)(F)F)C2C(=O)c2ccccc2)o1 (stereo unspecified),-19,-2,-1.2,-1.4,-1,12,-0.4,·,-4.3,97,2
CCC(C(=O)NC1CCCCC1)n1nc(C)c2c(C)n(-c3ccccc3)nc2c1=O (stereo unspecified),-4,-9,-1.4,-0.5,-2,12,-1.6,-17,2.8,103,8
CCOC(=O)C1=C(C(=O)OCC)N(CC)CCC1=O,-4,·,·,·,-2,9,-0.6,-12,0.1,104,3
CCCCN1CC(O)=C(c2nc3ccccc3s2)C1=N,-2,187,-0.3,0.7,4,-5,-0.9,15,4.3,103,6
CC(C)(C)c1ccc(S(=O)(=O)n2c(CN3CCOCC3)nc3ccccc32)cc1,-2,2,0.5,1.0,-4,21,-3.4,11,-0.8,95,21
CC(C)[C@H](NC(=O)c1ccccc1F)C(=O)NCCc1ccccc1,-2,304,1.3,1.4,6,-8,-2.5,-9,0.8,97,16
Cc1cccc(-c2ccc(C=Nc3c(C)n(C)n(-c4ccccc4)c3=O)o2)c1,0,-3,-0.8,2.0,3,7,-2.4,11,2.1,107,10
COC(=O)CCC(=O)OC1(C)C(=O)C2=CN(Cc3ccc(OC)cc3)C(c3ccc(OC)cc3)=CC2=C(Br)C1=O (stereo unspecified),-9,9,0.0,2.1,-5,41,6.7,-1,2.6,101,-37
Cc1ccc2nc(-c3cccc(NC(=O)c4ccc5c(c4)OCCO5)c3)oc2c1,0,-5,-4.3,-0.2,-10,5,-0.1,·,1.8,98,1
CC1CCN(CC(=O)Nc2cccc(Cl)c2)CC1,-12,3,-1.6,-1.0,-8,-1,1.3,·,0.1,121,-6
O=C(CN1CCc2ccccc21)Nc1ccc2c(c1)OCCCO2,-3,2,-1.9,0.9,-4,49,0.0,-7,2.6,105,0
CC(C)(C)N=C1NN=C(c2ccc(S(=O)(=O)N3CCCCC3)cc2)CS1,1,0,0.4,-0.5,1,27,-3.3,-1,0.1,105,17
CCOC(=O)/C(=N\Nc1ccccc1Cl)N1CC(C)OC(C)C1 (stereo unspecified),-6,173,0.9,2.5,6,-10,6.5,39,3.3,90,-34
COc1ccc(C2=NOC(C(=O)Nc3cccnc3)C2)cc1 (stereo unspecified),-3,3,0.0,2.4,-3,5,1.6,·,-0.6,105,-9
CC(=O)Nc1ccc(NC(=O)C(C)OC(=O)[C@@H]2CCCN2C(=O)c2cccs2)cc1 (stereo partly specified),-2,12,-1.3,-1.7,-4,4,-2.5,-17,2.3,89,13
O=C(NC1CC1)C1=C[C@@H](c2ccc3c(c2)OCO3)C[C@@H](OCCCCO)O1,-12,-5,0.5,-2.0,7,-1,-2.6,·,3.7,98,14
# More results
SMILES,PKA-R1A activ,SUMO Mot1 rescue,Ecoli viability,AddAB inh,Tat transport,Arrestin-AP2 inh,OPRM1-OPRD1 ag,PfHsp90 yeast 2,phage Ecoli inh,Pemphigus Ab inh,MOR-DOR inv ag
CCOC(=O)C1CCN(C(=O)c2ccccc2NS(=O)(=O)c2cc(C)ccc2C)CC1,-10,16,0.3,2.4,-1,-4,-1.3,-11,2.8,98,7
COc1cc(NC(=O)CCc2nnc3ccc(N4CCOCC4)nn23)cc(OC)c1OC,-10,56,0.2,1.5,-6,41,-0.2,-13,3.8,·,1
CCCCNc1c(-c2ccc(-c3ccc(C(C)=O)cc3)c(OC)c2)nc2cnccn12,-2,31,-4.4,0.9,8,8,8.2,-54,·,147,-46
COc1ccc(N2C(=O)CC(N3CCN(C4CCc5ccccc5C4)CC3)C2=O)cc1 (stereo unspecified),-4,3,-2.0,1.5,0,24,-0.6,·,1.7,·,4
CC(OC(=O)C1=NN(c2ccccc2)C(=O)CC1)C(=O)NC1CCCCC1C (stereo unspecified),7,5,-2.9,0.9,-1,-3,-2.7,-2,3.9,100,11
CCN(Cc1ccc(OC)c(F)c1)C(=O)C1CCCO1 (stereo unspecified),6,224,-1.3,2.5,2,31,-0.5,-6,1.0,101,3
CCc1noc(C)c1C(=O)N1CCN(S(=O)(=O)c2cc(C)ccc2C)CC1,11,-11,-1.2,0.1,5,37,-1.8,-8,1.2,111,6
COc1cccc(C(c2sc3nc(C)nn3c2O)N2CCN(c3ccccc3F)CC2)c1 (stereo unspecified),-9,13,1.6,1.0,3,5,0.7,32,·,105,-4
COc1ccc(NS(=O)(=O)c2cccc3nsnc23)cc1OC,2,-1,-1.6,4.4,-10,-2,-0.9,0,1.4,97,5
CCOC(=O)C1(CCCc2ccccc2)CCN(C(=O)CCc2cnccn2)CC1,-5,-20,-1.6,3.1,2,2,0.2,12,2.5,101,-2
c1ccc(-c2csc(NC3=NCCCCC3)n2)cc1,-14,i,0.3,0.3,-2,17,-0.9,-1,4.6,85,6
O=C(CCSc1ccccc1)Nc1ncccn1,-3,731*,0.9,0.8,-2,9,-0.6,-13,1.6,86,4
OC(c1nnc(-c2ccccc2)o1)c1cccs1 (stereo unspecified),8,150,-0.1,1.8,8,-6,-1.1,17,3.5,108,5
